# CHO-K1 Ca antag = nonselective inhibitor or artifact in parental CHO-K1 cells; ATP-induced calcium, Fluo-8 fluorescence; inhibition, % at 3 µM; 360,000 compounds, 0.6% hits; AID 602250;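 active = inhibition above a per-plate cutoff, the plate's mean sample inhibition plus 3 SD, cut at about 24% in these data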;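 note: 0% = DMSO plus EC80 ATP and 100% = DMSO alone without ATP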
# V1aR counter = activates human V1a receptor in oxytocin agonist counter-screen; CHO-V1R cells, Fluo-8 calcium fluorescence, agonist mode; 0% DMSO, 100% 3 nM vasopressin; activation, % at 3 µM; 320,000 compounds, 0.25% hits;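 active = activation above the mean activation of all tested compounds plus 3 SD, per screening run, cut at about 20% in these data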;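 note: signal is peak over basal fluorescence ratio across a 100 second FLIPR read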
# Target sequence (P37288 whole entry, looked up): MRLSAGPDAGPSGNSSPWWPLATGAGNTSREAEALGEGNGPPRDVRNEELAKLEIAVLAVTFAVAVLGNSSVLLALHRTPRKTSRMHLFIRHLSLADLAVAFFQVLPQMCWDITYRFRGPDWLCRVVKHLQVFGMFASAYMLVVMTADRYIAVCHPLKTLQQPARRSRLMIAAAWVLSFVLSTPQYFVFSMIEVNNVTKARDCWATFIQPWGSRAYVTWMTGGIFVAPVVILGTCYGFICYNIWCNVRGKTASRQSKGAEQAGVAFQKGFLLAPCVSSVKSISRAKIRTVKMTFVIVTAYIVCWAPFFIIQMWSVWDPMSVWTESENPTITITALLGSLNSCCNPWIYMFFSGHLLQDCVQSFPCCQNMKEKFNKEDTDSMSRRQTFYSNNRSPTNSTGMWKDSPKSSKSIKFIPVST
# TAAR1 antagonist = antagonists of human TAAR1; Q96RJ0; CHO RD-HGA16 TAAR1, Fluo-8 calcium fluorescence, antagonist; inhibition, % at 3 µM; 360,000 compounds, 1.5% hits;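 active = inhibition above a per-plate cutoff, the mean inhibition of test compounds on that plate plus 3 SD, cut at about 49% in these data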;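 note: 0% = DMSO plus EC80 beta-PEA response and 100% = DMSO alone without agonist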
# Target sequence (Q96RJ0 whole entry, looked up): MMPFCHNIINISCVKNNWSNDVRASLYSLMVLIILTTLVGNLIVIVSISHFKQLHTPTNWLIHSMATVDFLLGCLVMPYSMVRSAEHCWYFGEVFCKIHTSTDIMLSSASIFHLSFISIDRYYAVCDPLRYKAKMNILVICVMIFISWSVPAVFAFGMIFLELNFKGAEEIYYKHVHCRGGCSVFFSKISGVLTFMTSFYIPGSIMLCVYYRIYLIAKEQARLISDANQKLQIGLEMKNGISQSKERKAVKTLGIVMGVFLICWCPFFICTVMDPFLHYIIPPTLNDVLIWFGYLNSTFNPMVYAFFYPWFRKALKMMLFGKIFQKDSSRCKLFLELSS
#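 Test system: CHO RD-HGA16 cells bearing hTAAR1 | Reagent: β-PEA, EC80 | Compound dosing: 3 µM, single point | Schedule: Dye loading 75 min at 37 °C, then 30 min room temperature | Signal: Calcium fluorescence with Fluo-8 | Evaluation: Percent inhibition of PEA-evoked calcium signal, max/basal emission ratio | Control set: DMSO-only wells and EC80 β-PEA-stimulated wells | Repeats: Singlicate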
# CHO parental Ca = counter-screen for OX1R antagonists: effect in parental CHO cells; inhibition, % at 5.6 µM; 330,000 compounds, 0.63% hits; parental CHO-K1, ATP-induced calcium, Fluo-8 fluorescence; AID 463079;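 active = inhibition above that plate's mean sample inhibition plus 3 SD, cut at about 26% in these data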;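 note: 0% = ATP-challenged DMSO wells and 100% = DMSO wells without ATP; some compounds past the cut are filed as inactive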
#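 Measured by: calcium-sensitive Fluo-8 fluorescence / Test system: CHO parental line / Controls: ATP-challenged DMSO wells low, unchallenged DMSO wells high / Measure: % inhibition / Compound: single nominal dose of 5.6 µM per compound / Replicates: single well per compound, no replicates / Reagent: ATP as calcium-mobilizing challenge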
# TAAR1 ag = agonists of human TAAR1; Q96RJ0; CHO RD-HGA16 TAAR1, Fluo-8 calcium fluorescence; vehicle wells 0%, saturating PEA agonist 100%; activation, % at 3 µM; 360,000 compounds, 0.99% hits;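 active = activation above the mean activation of all test compounds in the run plus 3 SD, cut at about 38% in these data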
#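 Signal – calcium-sensitive Fluo-8 signal, excitation 470-495, emission 515-575 nm · System – RD-HGA16 (CHO) cells co-expressing Gα16 and hTAAR1 · Incubation – 17-24 h seeding, 75 min 37 °C dye, 30 min RT · Compound dosing – 3 µM single concentration · Repeats – no replicates (n 1)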
# M1 PAM parental = nonselective activator or artifact in parental CHO-K1 calcium assay. activation, % at 3 µM. 360,000 compounds, 0.02% hits. AID 602247. ATP EC20, Fluo-8 calcium fluorescence; 0% at ATP EC20, 100% at ATP max;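 active = activation above the run cutoff, the mean activation of all test compounds plus 3 SD, cut at about 40% in these data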;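 note: peak over basal fluorescence ratio in a 140 s read after ATP addition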
# OXTR potentiate = human OXTR potentiation; CHO-OTR cells, Fluo-8 calcium fluorescence, potentiator mode; 0% = oxytocin EC15, 100% = EC100; activation, % at 3 µM; 320,000 compounds, 0.061% hits;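 active = activation above that plate's cutoff, the mean activation of tested compounds plus 3 SD, cut at about 6.6% in these data, passing the limit was not always enough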;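 note: 100% uses oxytocin at 75 nM as the full agonist control; some results filed as inactive read as strong as hits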
#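 test system = CHO-OTR cells, human receptor | compound = single-point 3.0 µM | schedule = 6 min compound pre-incubation at room temperature, 100 s kinetic read | signal = Fluo-8 no-wash calcium dye fluorescence, excitation 470-495 nm, emission 515-575 nm | repeats = single well per compound, singlicate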
# CHRM1 agonist = human M1 muscarinic receptor agonism; 360,000 compounds, 0.33% hits; activation, % at 3 µM; CHO-K1 hM1, Fluo-8 calcium fluorescence, agonist mode; 0% DMSO, 100% acetylcholine EC100;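 active = activation above the run's mean compound activation plus 3 SD, cut at about 16% in these data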;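 note: peak over basal fluorescence ratio within a 140 s kinetic read after compound addition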
# CHO-K1 Ca ag = M1 agonist counterscreen hit in parental CHO-K1 cells; Fluo-8 calcium fluorescence; scaled to maximal ATP response, vehicle zero; AID 602248; 360,000 compounds, 0.48% hits; activation, % at 3 µM; in the data active = activation above about 15%;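 note: untransfected CHO-K1 host cells lacking M1 receptor as counterscreen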
# The depositor's hits bear a star; x = no result given.
SMILES,CHO-K1 Ca antag,V1aR counter,TAAR1 antagonist,CHO parental Ca,TAAR1 ag,M1 PAM parental,OXTR potentiate,CHRM1 agonist,CHO-K1 Ca ag
CCOC(=O)C1=C(COC(=O)c2ncc(Cl)c(Cl)c2Cl)NC(=O)NC1C (stereo unspecified),4.1,-0.8,-1.8,-14.2,3.4,-17.9,-10.3,-4.4,4.5
Cc1cccc(Oc2sc(C(=O)c3ccccc3)c(N)c2C#N)c1,3.0,0.0,23.1,-8.0,8.2,-7.8,-17.2,-3.3,-0.8
COc1cc2ccccc2cc1C(=O)N(CCN(C)C)c1nc2ccc(C)cc2s1,-6.5,0.7,-5.9,-29.2,-1.4,22.4,0.9,0.8,2.8
COC(=O)CC(c1ccc(C(C)C)cc1)n1cccc1 (stereo unspecified),-18.6,-2.1,20.4,-26.3,4.4,22.7,-4.2,-5.2,0.5
O=C1C=CC(=O)N1Nc1ccc(Br)cc1,2.0,0.1,-20.2,3.3,5.3,-2.0,-1.1,-2.5,0.0
NC(=O)c1ccccc1N/C=C1\CCCCC1=O,11.2,0.8,-18.4,-1.0,2.8,-7.9,-3.5,-1.4,-0.3
CCn1cc(C2=NOC(C(=O)Nc3c(C)nn(Cc4ccc(F)cc4)c3C)C2)c(C)n1 (stereo unspecified),-7.6,x,-3.8,x,0.2,0.0,x,-1.5,0.6
C[C@H](CO)N1C[C@H](C)[C@@H](CN(C)C(=O)Nc2ccc3c(c2)OCO3)Oc2ccc(NC(=O)Nc3ccc(C(F)(F)F)cc3)cc2C1=O,-7.5,1.8,-5.8,-9.7,3.8,-8.2,-1.2,-2.0,-0.4
CCC(C)NC(=O)C1CC(c2ccc(OC)cc2)=NO1 (stereo unspecified),-19.7,0.9,1.2,-9.8,10.0,32.4,0.4,-4.4,0.8
O=C(c1cc(-c2ccccc2)on1)N(Cc1cccnc1)C(c1ccccn1)c1nc2ccccc2[nH]1 (stereo unspecified),7.8,x,4.5,x,5.8,-9.5,x,0.7,2.1
CC(Sc1nc(-c2ccccc2)cc(C(F)(F)F)n1)C(=O)Nc1ccc2c(c1)OCO2 (stereo unspecified),7.8,-0.2,-6.8,-19.3,0.0,16.5,-4.8,-3.2,0.8
CC(C)(c1cc(Br)c(O)c(Br)c1)c1cc(Br)c(O)c(Br)c1,-8.8,-0.8,32.2,9.3,9.0,5.6,-1.1,-0.6,2.3
Cc1ccc(CNC(=O)C(OC(=O)c2cccs2)C(C)C)cc1 (stereo unspecified),4.5,-0.2,-2.7,-4.0,-4.0,10.4,-3.7,-6.2,-0.7
CN(Cc1ccccc1)S(=O)(=O)c1csc(C(N)=O)c1,-6.4,4.7,-17.7,-4.8,6.4,8.4,-7.0,1.7,4.2
O=C(NCCCn1ccnc1)c1ccc(Cl)cc1,-4.8,-0.2,-8.9,-13.6,0.1,12.0,-0.6,-2.4,0.6
Cc1ccc(NC(=O)CSc2nnc(NC(=O)C3CC3)s2)cc1,-1.9,0.3,-31.7,-16.8,1.3,-5.5,-1.0,-4.3,-0.3
O=C(CC(=O)Nc1cccc(F)c1)Nc1cccc(F)c1,-4.1,2.3,10.2,2.2,5.3,0.8,-0.9,2.5,5.3
Cc1ccc(CN2CCN(c3ncccn3)CC2)c(C)c1,-2.4,0.3,-9.5,-3.6,-0.1,15.4,-1.9,-7.2,1.0
CN(Cc1nccn1C)C(=O)CC1C(=O)NCCN1CC(c1ccccc1)c1ccccc1 (stereo unspecified),-10.3,-0.5,-12.6,-20.5,0.3,9.4,-7.2,-6.2,0.0
C=CC[C@@H](CC(=O)N[C@H](CO)Cc1ccccc1)C(=O)N[C@H](COC(=O)[C@@H](CC=C)Cc1ccc(F)cc1)C(C)(C)C,-11.5,0.8,27.7,-25.1,13.8,11.3,-10.1,4.4,-0.7
COC(=O)/C=C/c1c(C)[nH]c(=O)[nH]c1=O,-2.3,0.5,-21.1,2.7,0.0,9.1,-7.0,-3.4,-0.2
CCc1ccc(N2CN(CCc3ccccc3)CNC2=S)cc1,-12.7,-0.2,58.8*,5.1,95.1*,7.8,-8.0,-1.2,0.4
CC12CC3CC(C1)CC(C(=O)NNC(=O)c1ccncc1)(C3)C2,-11.7,1.5,1.0,5.4,3.0,8.7,-1.4,-7.8,0.3
COc1cc(/C=N/NC(=O)c2ccncc2)ccc1OC(C)=O,-6.3,0.8,-12.2,-2.8,1.2,16.5,-0.7,-3.7,0.3
CN(C)C(=O)c1ccc(NC(=O)COC(=O)CCN=C2NS(=O)(=O)c3ccccc32)cc1,-8.3,x,8.2,x,4.9,-1.3,x,-4.3,0.1
Cc1c(/C(O)=C2\C(=O)C(=O)N(CCCN(C)C)C2c2ccco2)cnn1-c1ccccc1 (stereo unspecified),-7.5,x,-20.7,x,5.7,-15.8,x,0.2,-0.3
C=CCN(C(=O)CCC(=O)Nc1cc(C)on1)C(C(=O)NC1CCCC1)c1ccc(C)cc1 (stereo unspecified),-23.4,-1.0,1.5,-22.2,-2.1,20.4,-12.5,-5.3,0.2
O=C1C(=NO)CCc2ccccc21,-14.9,x,-5.8,x,2.6,13.1,x,-1.3,0.7
O=C(Nc1ccc(Br)cc1)C1C2C=CC3(O2)C1C(=O)N(CCN1CCCCC1)C3C(=O)NC1CCCCC1 (stereo unspecified),-14.1,-0.8,2.1,-11.8,0.0,4.0,-6.4,-10.0,1.4
C(=N\N(c1ccccc1)c1ccccc1)/c1ccc(N2CCOCC2)s1,5.2,-1.1,-24.9,-29.7,-0.6,-7.1,-2.4,-7.0,0.1
COc1ccc(C(=O)NC(=S)NNC(=O)c2ccco2)cc1,-11.5,6.8,-8.5,3.5,6.8,10.8,6.0,-1.5,0.9
Cc1ccc(OCCSCc2nnc(NC(=O)Nc3cccc(Cl)c3)s2)cc1,-3.0,0.9,7.0,-13.5,11.6,19.4,-0.7,-2.3,1.6
O=C(COc1ccc(S(=O)(=O)N2CCCC2)cc1)N1CCCCC1,-12.7,0.9,-8.5,-14.2,-3.5,-8.6,1.7,-4.7,2.4
Cc1ccc([N+](=O)[O-])cc1N=Nc1c(-c2ccc([N+](=O)[O-])cc2)[nH]n(C(N)=S)c1=O,-9.7,x,x,x,x,24.9,x,0.0,2.7
CCOc1ccccc1NC(=O)C1CCCN(C(=O)Nc2ccccc2)C1 (stereo unspecified),0.4,-0.6,-7.7,-21.5,0.9,-2.3,-9.2,-2.4,0.5
CC1CCCN(C(=O)c2nn(C)c3c2CSc2ccccc2-3)C1 (stereo unspecified),-5.6,-1.6,-3.4,-18.5,-0.5,9.7,-3.3,-3.3,0.3
CCOC(=O)N1CCN(CC(=O)N2CCC(C(N)=O)CC2)CC1,-5.6,0.7,0.7,-1.3,1.0,-9.2,-5.5,-3.3,4.2
COCCN(Cc1ccccc1)C(=O)c1cc(-c2ccc(OC)c(OC)c2)nc2ccccc12,14.6,0.3,62.2*,-24.8,4.0,-20.5,0.5,1.4,6.3
CC(=O)Nc1ccc(NC(=O)C2CCC(N3C(=O)C4C5C=CC(C6CC56)C4C3=O)CC2)cc1 (stereo unspecified),-6.1,1.4,2.5,-9.3,4.2,-3.6,1.3,-1.0,0.3
Cc1cc(C)n(-c2ccc(C(=O)Nc3ccc4c(c3)OCCO4)cc2)n1,-2.6,0.6,7.0,-15.2,10.3,4.2,-2.8,-4.0,1.8
COc1ccc(CNC(=O)C2Cc3c(-c4cccc(F)c4)ccnc3O2)cc1OC (stereo unspecified),-4.0,x,7.5,x,-0.2,-3.9,x,-3.2,1.4
C=CCN1CCN(C(=O)CSc2ccccc2)CC1,-2.5,0.3,1.9,-1.4,1.5,19.5,-5.2,-4.2,1.3
COc1cc(/C=C/C(=O)OCC(=O)Nc2ccc(NC(C)=O)cc2)cc(S(=O)(=O)N2CCc3ccccc32)c1OC,5.2,0.5,15.5,0.5,1.4,-2.5,-30.1,-3.2,5.3
CC(NC(=O)C1CCN(S(=O)(=O)c2ccccc2)CC1)c1ccccc1 (stereo unspecified),-2.9,0.9,-4.2,-7.5,6.0,0.8,-2.6,-2.7,2.6
COCC(=O)N1CCC(Oc2ccc(C(=O)NCCc3ncccc3C)cc2)CC1,-9.6,0.6,-23.5,-6.6,3.3,13.6,-4.7,-2.8,1.3
CCOC(=O)C1CCN(C(=O)c2ccc(OC3CCN(C(=O)COC)CC3)cc2)CC1,4.5,x,-6.1,x,0.1,-23.0,x,-1.9,0.4
C=CC(C)n1c(Br)nc2c1c(=O)[nH]c(=O)n2C (stereo unspecified),-5.3,-0.6,4.7,10.0,13.3,5.0,-3.0,-4.4,-0.5
COc1ccccc1-c1ocnc1C(=O)Nc1ccc(N2CCOCC2)cc1N1CCOCC1,4.7,x,-6.5,x,-0.3,-0.7,x,-4.2,0.0
CC(C(=O)N1CCOCC1)(c1ccccc1)c1ccccc1,-2.4,-0.8,x,-7.3,x,-1.2,-6.3,-7.1,-0.1
O=C(NCCc1ccccc1)C(=O)NCC1OCCN1S(=O)(=O)c1ccc(Cl)cc1 (stereo unspecified),-2.8,3.9,-5.2,-18.3,14.4,0.4,-0.1,-0.8,4.6
CC(C)c1ccc(CN2CCC2(C)C(=O)Nc2ccc3c(c2)OCO3)cc1 (stereo unspecified),-8.0,x,-42.8,x,-1.7,26.1,x,9.1,17.3*
CCCNC(=S)NC1CC2CCCC(C1)N2Cc1ccccc1OC (stereo unspecified),2.2,x,-16.8,x,3.0,0.3,x,-4.5,0.1
Cc1cc(Br)cn2c(Cc3ccccc3C(F)(F)F)c(-c3ccc(Cl)cc3)nc12,-9.2,x,2.2,x,-1.5,11.1,x,x,0.1

# A draw from above in order of length of the SMILES, low to high:
SMILES,CHO-K1 Ca antag,V1aR counter,TAAR1 antagonist,CHO parental Ca,TAAR1 ag,M1 PAM parental,OXTR potentiate,CHRM1 agonist,CHO-K1 Ca ag
C=CC(C)n1c(Br)nc2c1c(=O)[nH]c(=O)n2C (stereo unspecified),-5.3,-0.6,4.7,10.0,13.3,5.0,-3.0,-4.4,-0.5
COCC(=O)N1CCC(Oc2ccc(C(=O)NCCc3ncccc3C)cc2)CC1,-9.6,0.6,-23.5,-6.6,3.3,13.6,-4.7,-2.8,1.3
O=C(NCCc1ccccc1)C(=O)NCC1OCCN1S(=O)(=O)c1ccc(Cl)cc1 (stereo unspecified),-2.8,3.9,-5.2,-18.3,14.4,0.4,-0.1,-0.8,4.6
Cc1cc(Br)cn2c(Cc3ccccc3C(F)(F)F)c(-c3ccc(Cl)cc3)nc12,-9.2,x,2.2,x,-1.5,11.1,x,x,0.1
